NOD2 RIPK2 PPI = NOD2-RIPK2 binding disruptors in cells, primary screen, fluorescence, CHO cells, BLA complementation. inhibition, % at 4.98 µM. 0.38% of 360,000 active. CCF4 ratio. Receptor-interacting serine/threonine-protein kinase 2 (Homo sapiens), O43353. AID 624267, 2012; in the data active = inhibition above about 21%;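 also: 0% = vehicle only and 100% = reference blocker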
Target sequence (O43353 whole entry, looked up): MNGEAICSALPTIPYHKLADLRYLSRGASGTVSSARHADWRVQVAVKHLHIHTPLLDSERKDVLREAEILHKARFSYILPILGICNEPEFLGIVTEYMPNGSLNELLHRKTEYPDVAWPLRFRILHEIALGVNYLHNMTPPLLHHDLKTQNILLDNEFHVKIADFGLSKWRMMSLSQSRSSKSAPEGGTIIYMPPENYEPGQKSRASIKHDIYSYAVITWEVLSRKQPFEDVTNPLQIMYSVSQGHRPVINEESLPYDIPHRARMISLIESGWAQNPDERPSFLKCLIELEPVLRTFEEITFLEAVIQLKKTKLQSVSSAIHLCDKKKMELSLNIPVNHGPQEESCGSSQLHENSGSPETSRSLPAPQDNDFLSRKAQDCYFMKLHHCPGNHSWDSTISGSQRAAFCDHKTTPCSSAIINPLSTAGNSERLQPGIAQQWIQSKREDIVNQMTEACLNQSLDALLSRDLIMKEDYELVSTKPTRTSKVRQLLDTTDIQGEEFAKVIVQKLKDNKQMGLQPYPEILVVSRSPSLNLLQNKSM
TLR9-MyD88 inh = inhibitors of TLR9-MyD88 association in cells, primary screen, cell-based, CHO, BLA complementation, fluorescence; Toll-like receptor 9 (Homo sapiens) + Myeloid differentiation primary response protein …; 0.21% of 340,000 active; inhibition, % at 4.98 µM; CCF4 FRET ratio; AID 504734, 2011;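 active = inhibition above the mean over all tested compounds plus 3 SD, cut at about 21% in these data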;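 also: 0% = DMSO only wells and 100% = clavulanate BLA inhibitor control wells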
TWEAK Fn14 block = inhibitors of TWEAK-Fn14 signaling, primary screen, luciferase reporter cells, uHTS. TWEAK-stimulated Fn14 reporter cells, luciferase luminescence, 8 h. 2% of 360,000 active. inhibition, % at 10 µM; in the data active = inhibition above about 50%
SRC2 inh = inhibition of GAL4-SRC2 driven luciferase reporter, primary screen, SRC2 inhibitor project, cell-based, luminescence; HEK293 GAL4-SRC2 luciferase reporter; Nuclear receptor coactivator 2 (Homo sapiens), Q15596; inhibition, % at 9 µM; 0.17% of 370,000 active;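 active = inhibition above the mean inhibition of all tested compounds plus 3 SD, set per campaign, cut at about 52% in these data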;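 also: 0% = DMSO treated cells and 100% = cells given Gossypol at 36 µM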
NCOA3 inh = SRC3 coactivator transcriptional activity inhibitors, primary screen, cell-based, luminescence; Nuclear receptor coactivator 3 (Homo sapiens), Q9Y6Q9; HEK293 GAL4-SRC3 luciferase reporter; inhibition, % at 3.6 µM; 0.17% of 360,000 active; AID 588352, 2011;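 active = inhibition above a per-campaign cutoff, the mean of all compounds plus 3 SD, cut at about 60% in these data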;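 also: 0% = DMSO-treated cells and 100% = gossypol-treated cells at 36 µM; higher means less SRC3-driven luciferase light from the GAL4 reporter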
SRC1 inh = SRC1 coactivator transcriptional activity inhibitors, primary screen, cell-based, luminescence; Nuclear receptor coactivator 1 (Homo sapiens), Q15788; HEK293 GAL4-SRC1 luciferase reporter; inhibition, % at 3.6 µM; 0.12% of 360,000 active;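 active = inhibition above the campaign mean plus 3 SD, with each screening campaign given its own cutoff, cut at about 60% in these data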;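 also: 0% = DMSO treated cells and 100% = gossypol at 36 µM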
TROY NFkB inh = inhibitors of TROY-driven NF-kB signaling, primary screen, Q293 LMP1-TROYcd cells, NF-kB luciferase, uHTS | Q293 LMP1-TROYcd NF-kB luciferase reporter, 4 h | inhibition, % at 10 µM | 0.98% of 360,000 active;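 active = compounds whose plate-normalised and pattern-corrected inhibition of the luciferase reporter signal at the single screening dose is 50% or more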
Granule exo inh = LAMP-1 surface exposure blockers, TALL-104 cells – cell-based, flow cytometry, MLPCN library, primary screen; 0.66% of 360,000 active; TALL-104 LAMP-1 surface exposure; cells stimulated with thapsigargin and PMA; inhibition, % at 10 µM;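 active = inhibition above about 55%, limit read from the data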
NR2F2 inh = NR2F2 transcriptional activity inhibitors, primary screen, cell-based, luciferase reporter, HEK293T, luminescence | 0.7% of 370,000 active | COUP transcription factor 2 (Homo sapiens), P24468 | HEK293T NGFI-A luciferase reporter | inhibition, % at 8.6 µM;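 active = inhibition above a per-plate cutoff, mean inhibition of test wells between control levels plus 3 SD, cut at about 38% in these data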;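 also: cells cotransfected with COUP-TFII expression vector driving the NGFI-A reporter; 0% = median of COUP-TF2 test wells and 100% = reporter-only cells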
Target sequence (P24468 whole entry, looked up): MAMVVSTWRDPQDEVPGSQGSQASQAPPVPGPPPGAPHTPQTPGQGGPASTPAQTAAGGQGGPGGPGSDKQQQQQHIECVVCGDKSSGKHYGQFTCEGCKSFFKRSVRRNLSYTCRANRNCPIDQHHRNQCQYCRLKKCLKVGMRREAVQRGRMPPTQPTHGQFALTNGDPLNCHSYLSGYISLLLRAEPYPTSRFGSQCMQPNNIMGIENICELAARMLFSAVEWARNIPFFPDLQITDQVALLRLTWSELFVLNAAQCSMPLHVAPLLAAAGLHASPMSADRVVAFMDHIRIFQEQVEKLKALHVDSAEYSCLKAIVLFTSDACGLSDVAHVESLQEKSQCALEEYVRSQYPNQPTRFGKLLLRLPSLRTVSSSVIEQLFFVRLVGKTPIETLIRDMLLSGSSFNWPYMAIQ
ABHD5-PLIN5 inh = ABHD5-PLIN5 interaction inhibitors, primary screen, cell lysate, split luciferase complementation, luminescence; Perilipin-5 (Homo sapiens) + 1-acylglycerol-3-phosphate O-acyltransferase ABHD5 (Homo …; Split G. princeps luciferase complementation, 4 h; inhibition, % at 4 µM; 0.78% of 360,000 active; AID 602281, 2012;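 active = inhibition above the mean inhibition across every tested compound plus 3 SD, cut at about 22% in these data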;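 also: 0% = DMSO only wells and the 100% control is not disclosed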
LRH-1 inv ag = LRH-1 (NR5A2) inverse agonists, primary screen, cell-based, luminescence, HEK293T, StAR-luciferase reporter. LRH-1 transfected, 24 h. 0.13% of 360,000 active. inhibition, % at 3.6 µM. AID 602396, 2012;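 active = inhibition above the mean inhibition of all tested compounds plus 3 SD, cut at about 73% in these data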;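 also: 0% = DMSO wells and 100% = reporter-only cells lacking LRH-1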
* hit, by the source's call; . = no result given.

SMILES	NOD2 RIPK2 PPI	TLR9-MyD88 inh	TWEAK Fn14 block	SRC2 inh	NCOA3 inh	SRC1 inh	TROY NFkB inh	Granule exo inh	NR2F2 inh	ABHD5-PLIN5 inh	LRH-1 inv ag
CCn1c(-c2nn(C)cc2Cl)n[nH]c1=S	2	-9	4	-8	8	-9	1	-2	-8	-2	9
O=C(/C=C/c1ccco1)NCCc1ccc(F)cc1	-6	8	-2	-24	-22	-94	3	43	-3	3	-16
O=C(Nc1ccnn1C1CCN(Cc2cc(Cl)ccc2O)CC1)c1cccnc1	-4	6	-3	-9	27	-5	-4	-2	-1	0	18
COc1ccc(OCc2nnc3n2N=C(c2ccc(OC)cc2)CS3)cc1	6	3	-11	-6	-8	8	-4	-3	-18	6	38
O=C(c1cccs1)N1CCCC(c2nc3c(nnn3Cc3ccc(F)cc3)c(=O)[nH]2)C1 (stereo not given)	-12	0	-2	5	-22	-4	-26	16	5	1	0
CCOC(=O)C1=NOC2COC3(CCN(c4ncccn4)CC3)OCC12 (stereo not given)	-9	2	-2	12	5	13	-11	2	9	11	2
O=C(COC(=O)c1ccc(S(=O)(=O)N2CCCCC2)cc1)NCc1ccco1	-8	6	9	-31	17	-2	2	-5	-1	4	-10
Cc1ccc(-c2csc(=S)n2CC(=O)OCC(=O)NC(C)C(C)C)cc1 (stereo not given)	-2	-7	19	-6	31	-2	23	-1	-7	-4	12
Cc1noc(C)c1CSCC(=O)OCC(=O)N1CC(=O)Nc2ccccc21	0	4	-4	-7	-2	-15	3	-3	12	-1	10
CC(C)C[C@H]1CN(CCCC[C@H]2CNC(=O)C(=O)N2CCc2ccccc2)C(=O)C(=O)N1Cc1ccccc1	0	.	7	-10	.	.	4	-3	-6	2	-1
CN(C)c1nnnn1-c1cccc(Oc2ncc(C(F)(F)F)cc2Cl)c1	-6	0	15	10	2	3	-4	-1	10	1	44
CCc1cc(=O)oc2cc(OC(=O)CN3C(=O)NC4(CCCC4)C3=O)ccc12	-11	-9	20	-19	11	7	9	-3	-1	12	15
CN(C)S(=O)(=O)c1cccc(COc2ncnc3c(Cl)cc(Cl)cc23)c1	-2	-3	18	-4	-2	11	2	-3	-33	-8	-2
CCc1nnc(NC(=O)CSc2nnc(CNc3ccc(Cl)cc3)o2)s1	-10	4	-14	.	-4	1	-15	-3	.	1	1
Cc1ccccc1C(=O)N1N=C(c2ccc(NS(C)(=O)=O)cc2)CC1c1cccs1 (stereo not given)	-5	-19	-17	10	5	-13	-15	7	-3	-7	-16
COc1cccc(-c2noc(N)c2C#N)c1	-12	1	-6	0	12	-2	-14	0	-6	3	7
O=C(NCC1CCCCC1)c1csc([C@@H]2C[C@H](O)[C@@H](CO)O2)n1	-10	.	2	-21	2	3	4	-1	11	-6	-5
CC(C)(C)Nc1nc(Oc2ccc(=O)[nH]n2)nc(N2CCOCC2)n1	-20	-13	3	-13	-5	-3	-4	1	9	2	3
O=C(NCc1ccco1)C(c1ccccc1)N(C(=O)Cc1cccs1)c1ccccc1 (stereo not given)	3	-2	23	-1	-10	-9	-11	1	-5	3	-5
O=C(CN1CCN(C(=O)CNC(=O)c2ccc3c(c2)OCO3)CC1)Nc1cccc(F)c1	-8	-4	4	-9	-10	-2	-2	0	2	6	4
COCCn1c(-c2ccccc2)csc1=Nc1cccnc1	-8	.	7	17	5	7	6	-1	26	4	-3
Cc1ccc(C)c(C(=O)CCC(=O)Nc2ccc(F)cc2)c1	-3	-1	-11	-14	11	22	30	-3	8	8	18
Cc1ccccc1OCC(=O)OCC(=O)NCCc1ccccc1	3	-13	2	13	1	-11	-10	0	-11	3	-9
CN(C)c1ccnc2sc3c(SCc4ccc(Cl)cc4)ncnc3c12	-14	-8	-22	-7	-9	-3	-38	-12	6	6	10
Cc1ccc(-c2csc(/C(C#N)=C(\O)CCl)n2)cc1	0	-12	-10	-94	-82	-77	-14	2	-19	-3	-114

Whole records, quoted from the list.
Shown for Cc1ccc(-c2csc(/C(C#N)=C(\O)CCl)n2)cc1 → NOD2 RIPK2 PPI: 0; TLR9-MyD88 inh: -12; TWEAK Fn14 block: -10; SRC2 inh: -94; NCOA3 inh: -82; SRC1 inh: -77; TROY NFkB inh: -14; Granule exo inh: 2; NR2F2 inh: -19; ABHD5-PLIN5 inh: -3; LRH-1 inv ag: -114
Shown for CN(C)c1ccnc2sc3c(SCc4ccc(Cl)cc4)ncnc3c12 → NOD2 RIPK2 PPI: -14; TLR9-MyD88 inh: -8; TWEAK Fn14 block: -22; SRC2 inh: -7; NCOA3 inh: -9; SRC1 inh: -3; TROY NFkB inh: -38; Granule exo inh: -12; NR2F2 inh: 6; ABHD5-PLIN5 inh: 6; LRH-1 inv ag: 10
Shown for Cc1ccccc1OCC(=O)OCC(=O)NCCc1ccccc1 → NOD2 RIPK2 PPI: 3; TLR9-MyD88 inh: -13; TWEAK Fn14 block: 2; SRC2 inh: 13; NCOA3 inh: 1; SRC1 inh: -11; TROY NFkB inh: -10; Granule exo inh: 0; NR2F2 inh: -11; ABHD5-PLIN5 inh: 3; LRH-1 inv ag: -9

In a second layout: entries from further up
Below each SMILES: NOD2 RIPK2 PPI, TLR9-MyD88 inh, TWEAK Fn14 block, SRC2 inh, NCOA3 inh, SRC1 inh, TROY NFkB inh, Granule exo inh, NR2F2 inh, ABHD5-PLIN5 inh, LRH-1 inv ag
> O=C(CN1CCN(C(=O)CNC(=O)c2ccc3c(c2)OCO3)CC1)Nc1cccc(F)c1
 : -8, -4, 4, -9, -10, -2, -2, 0, 2, 6, 4
> COCCn1c(-c2ccccc2)csc1=Nc1cccnc1
 : -8, ., 7, 17, 5, 7, 6, -1, 26, 4, -3
> Cc1ccc(C)c(C(=O)CCC(=O)Nc2ccc(F)cc2)c1
 : -3, -1, -11, -14, 11, 22, 30, -3, 8, 8, 18

Next section.
SMILES	NOD2 RIPK2 PPI	TLR9-MyD88 inh	TWEAK Fn14 block	SRC2 inh	NCOA3 inh	SRC1 inh	TROY NFkB inh	Granule exo inh	NR2F2 inh	ABHD5-PLIN5 inh	LRH-1 inv ag
O=C(NN=C1CCCCCC1)c1ccncc1	-2	10	-7	-2	2	-5	7	0	5	5	6
O=C1c2ccccc2C(=O)N1CC(O)COc1ccc(Br)cc1 (stereo not given)	-2	-3	-24	2	-11	-29	-7	1	14	-18	-8
Cc1cc(C(=O)CS(=O)(=O)c2ccc(F)cc2)cc(C)c1O	1	5	-20	-17	-3	2	-17	5	-10	-4	-26
Cc1ccc(-c2nn(-c3ccccc3)cc2C(=O)N2CCOCC2)cc1	-3	-7	-9	15	9	5	2	1	1	8	0
CCCCc1nc(Cl)c(C#N)c2c1CCC2	-9	.	25	-15	15	-1	-19	-6	-19	0	-4
CCOc1cc(N2CCOCC2)c(OCC)cc1NC(=O)CCS(=O)(=O)c1ccc(Cl)cc1	-5	6	-1	25	-8	-3	12	1	5	0	8
Cc1occc1-c1nnc(SCC(=O)N2CCOCC2)n1CCc1ccccc1	-3	-5	-3	-12	-2	8	-18	2	10	-5	-11
Cc1ccc(-n2c(SCc3ccc([N+](=O)[O-])cc3)nc3ccccc3c2=O)cc1	-12	1	5	-5	6	-13	10	4	-14	1	13
CCCc1cc(=O)[nH]c(SCC(=O)c2cc(C)n(CC(F)(F)F)c2C)n1	-12	6	-16	-45	-1	0	9	-4	18	-3	1
CC(=O)c1ccc(N2CCN(C(=O)/C=C/c3ccc4ccccc4n3)CC2)cc1	8	-9	16	-35	-9	-14	22	-2	8	5	-19
O=C(NCc1cccc(OC(F)(F)F)c1)c1cccc2c1C(=O)c1ccc(-c3ccc(F)cc3OCc3ccccc3)cc1S2(=O)=O	3	-8	-15	-17	12	-10	-8	12	-14	-3	-20
O=C(COc1ccc(Cl)cc1)NCc1nnc(SCC(=O)N2CCCC2)o1	7	-3	16	-43	-3	-1	-1	-11	6	-8	3
O=C(CN1C(=O)NC2(CCCCCC2)C1=O)c1ccc2c(c1)OCCO2	-2	2	26	-67	-64	-157	-56	-1	-45	-1	-145
O=c1[nH]c(=O)n(Cc2ccc(Oc3ccccc3)cc2)cc1Br	-2	-3	11	-21	6	2	8	-7	-4	-3	-10
O=Cc1cn(-c2ccccc2)nc1-c1ccc2c(c1)OCCO2	4	5	-7	-41	-76	-119	-46	21	-43	1	-98
Fc1ccccc1COc1ccccc1CNCc1ccncc1	-4	-9	-6	22	23	7	3	3	18	3	16
COc1cccc(NC(=O)Nc2nnc(Cc3ccccc3F)s2)c1	-7	8	-22	-23	18	9	9	-18	2	-5	4
O=C(NN1C(=O)C2C3C=CC(C4CC34)C2C1=O)c1ccc(Cl)cc1 (stereo not given)	-1	-4	0	-20	-17	-8	10	2	10	-2	2
Cn1c(Cn2cnc3ccccc32)nnc1SCC(=O)CC(=O)Nc1ccccc1	-1	0	-2	-18	3	-3	-70	-2	-1	6	-3
O=C(Nc1cccc(S(=O)(=O)N2CCCCC2)c1)c1cccs1	10	-4	3	20	17	-55	-12	-1	-4	0	17
Cc1ccc2cccc(OCCOCCOc3ccccc3Br)c2n1	4	-9	-2	-11	10	2	17	-1	-22	-2	-10
CCc1nc2c(OCC3CCCCC3)cccn2c1N(C)C(=O)c1ccc(C)cc1	2	.	-10	-12	-14	-3	-7	-7	-6	7	-20
CCOC(=O)C(NC(=O)NCc1ccc(OC)cc1)(OCC)C(F)(F)F (stereo not given)	0	8	13	-4	15	5	1	-3	15	3	29
CCCn1nc(C(=O)Nc2cc(S(=O)(=O)Nc3ccc(OC)cc3)ccc2O)c2ccccc2c1=O	5	-14	19	-21	-10	9	23	2	18	-9	21

Assay outcomes deposited in PubChem by several laboratories.

Not all compounds are listed; rates above refer to the full screens.
